DT40 TDP1 CPT: DT40-hTDP1 cell growth loss with CPT; 420,000 tested, 12% active; AID 686979; chicken DT40 Tdp1-/-;hTDP1 cells + 20 nM CPT, ATP luminescence, 48 h; Potency, µM (doses to about 46.2 µM), inactives show top-dose activity change, negative = growth inhibition, usual class: inhibitors; also: nearly all actives have a fitted effect of over 55% in size
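Chicken DT40 Tdp1-/- cells stably complemented with human TDP1 were seeded at 400 cells/well in medium containing 20 nM camptothecin, exposed to pin-transferred compounds, and grown at 37 °C for at least 48 hr. Viability was read as ATP luminescence.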
KAT2A inh: GCN5L2 (KAT2A) acetyltransferase inhibition; GCN5L2 HAT assay, ThioGlo1 CoA-SH fluorescence; Potency, µM (titrated, usually from 58.9 µM), inactives show at the highest dose activity change, negative = inhibition, most hits filed as inhibitors; 390,000 tested, 0.21% active; AID 504327
Target sequence (Q92830 whole entry, looked up): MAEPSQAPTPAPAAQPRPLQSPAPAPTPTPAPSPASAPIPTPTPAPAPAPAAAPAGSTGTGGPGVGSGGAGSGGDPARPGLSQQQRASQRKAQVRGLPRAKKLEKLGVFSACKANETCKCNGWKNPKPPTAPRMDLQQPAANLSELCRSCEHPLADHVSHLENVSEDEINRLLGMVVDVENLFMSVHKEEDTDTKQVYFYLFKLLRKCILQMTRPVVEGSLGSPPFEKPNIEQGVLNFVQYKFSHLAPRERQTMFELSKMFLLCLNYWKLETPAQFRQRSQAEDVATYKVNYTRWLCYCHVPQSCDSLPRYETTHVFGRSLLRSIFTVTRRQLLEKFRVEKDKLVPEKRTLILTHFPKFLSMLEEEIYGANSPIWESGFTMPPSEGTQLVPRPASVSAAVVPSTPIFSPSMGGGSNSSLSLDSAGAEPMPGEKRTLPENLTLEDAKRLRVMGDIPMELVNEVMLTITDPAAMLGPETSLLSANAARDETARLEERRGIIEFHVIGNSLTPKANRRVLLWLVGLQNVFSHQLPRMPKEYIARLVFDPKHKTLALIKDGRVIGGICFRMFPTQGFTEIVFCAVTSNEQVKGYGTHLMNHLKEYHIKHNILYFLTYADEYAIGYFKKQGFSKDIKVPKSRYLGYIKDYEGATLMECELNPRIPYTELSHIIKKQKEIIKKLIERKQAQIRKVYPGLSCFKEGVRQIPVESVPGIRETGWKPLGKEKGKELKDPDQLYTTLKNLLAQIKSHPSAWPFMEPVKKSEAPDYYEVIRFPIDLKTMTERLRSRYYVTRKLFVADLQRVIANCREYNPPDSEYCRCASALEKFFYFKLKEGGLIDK
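ThioGlo1-coupled HAT assay: 20nM GCN5L2, 70uM acetyl-CoA, 75uM H3(1-25) peptide, pH 7.5. Fluorescence read at 340/540nm at start and after 20 min at room temperature.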
DT40 TDP1 no CPT: qHTS for Inhibitors of human tyrosyl-DNA phosphodiesterase 1 (TDP1): qHTS in cells in absence of CPT; 420,000 tested, 15% active; Potency, µM (highest dose often 46.2 µM), without a hit: at the highest dose activity change, negative = growth inhibition, most hits filed as inhibitors; AID 686978, 2013; DT40 Tdp1-/- hTDP1 cells, no CPT, ATP luminescence, 48 h; also: nearly all actives have a fitted effect of over 55% in size
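Luminescent ATP content (CellTiter-Glo) served as the growth readout. Knockout chicken DT40 cells expressing human TDP1 were exposed to compounds without camptothecin for a minimum 48 hr at 37 °C.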
* marks the source's active call; other numbers are inactive results; ? = inconclusive; nt = no result given. Calls follow the shape of the dose curve; as a rule, active = well fitted curve in the direction sought with a large enough effect; inconclusive = small, poorly fitted or top-dose-only effect, or another doubt; inactive = no such curve, though single readings can be large; an effect the other way counts as inactive or inconclusive. % is scaled to controls: 0 for no effect and ±100 for the full control effect; potency is read from the fitted curve at half-maximal effect.

| SMILES | DT40 TDP1 no CPT | DT40 TDP1 CPT | KAT2A inh |
| --- | --- | --- | --- |
| Cc1cc(C)nc(SCC(=O)NNC(=O)c2ccccc2C)n1 | 1% | 3% | 17% |
| O=C(NC(=S)Nc1ccc(O)cc1)c1ccccc1Cl | 3% | -20% | 1% |
| CC(Nc1ccc(-c2nc(-c3ccccn3)no2)cc1[N+](=O)[O-])c1ccccc1 (stereo unspecified) | -21% | -26% | -7% |
| CCC1CCCCN1C(=O)Cn1c(=O)n(CCCCCC(=O)NCc2ccccc2)c(=O)c2sccc21 (stereo unspecified) | 13µM* | 16µM* | -2% |
| O=S(=O)(c1cccnc1)N1CCN(c2nc(-c3cccs3)nc3ccccc23)CC1 | ? | ? | nt |
| Cc1nn(C(C)C)c(C)c1CN1CCCC(CCC(=O)NCc2ccccc2F)C1 (stereo unspecified) | -12% | -2% | -2% |
| O=C(CCl)Nc1nc(-c2ccco2)c(-c2ccco2)s1 | ? | ? | -12% |
| CCCc1cc(=O)[nH]c(SCc2ccccc2Cl)n1 | 3% | -8% | 0% |
| COc1ccc(N2C(=O)C(Cl)=C(Nc3c(C)n(C)n(-c4ccccc4)c3=O)C2=O)cc1 | 5.8µM* | 2.6µM* | -9% |
| Cc1cc(C)cc(NC(=O)CCNC(=O)c2ccc([N+](=O)[O-])cc2)c1 | 0% | -28% | -4% |
| C=CCCC(=O)N1C[C@@H](CO)[C@@H](NC)C[C@H]1c1ccccc1Br | -2% | -18% | nt |
| O=C(Nc1ccc(F)cc1F)c1csc(-c2ccccc2)n1 | -13% | 1% | -6% |
| CCC(=O)N1CCc2cc(Br)cc(S(=O)(=O)N3CCCC(C(=O)Nc4cc(C)ccc4OC)C3)c21 (stereo unspecified) | ? | -21% | -11% |
| O=C(Nc1cc(Cl)cc(Cl)c1)c1ccc(F)c(S(=O)(=O)N2CCN(c3ccccc3F)CC2)c1 | 7.3µM* | 5.8µM* | -8% |
| COc1ccc(CCCNC(=O)C2(C)Cc3c(-c4cccc(C(N)=O)c4)ccnc3O2)cc1 (stereo unspecified) | ? | ? | nt |
| CCC(=O)NCCc1nc2cc(NC(=O)c3cccs3)ccc2n1C | -14% | 9% | -7% |
| COc1ccc(-c2c3c(nc4sc(C(=O)Nc5ccc(F)cc5)c(N)c24)CC(C)(C)CC3=O)cc1 | 15µM* | ? | -4% |
| CCC(C)N(C(=O)COC(=O)C1C(C(=O)OC)=C(C)NC(C)=C1C(=O)OC)C1CCS(=O)(=O)C1 (stereo unspecified) | 19% | 0% | -3% |
| NC(=O)CSc1nc2ccccc2c(=O)n1Cc1ccco1 | -17% | -3% | 0% |
| COc1ccccc1CNc1ncnc2c1nnn2C | -3% | 15% | 3% |
| Cn1c(=S)c2[nH]c(SCC3CCCO3)nc2n(C)c1=O (stereo unspecified) | 1.2µM* | 1.3µM* | nt |
| Cc1cccc(C)c1OCc1cc(C(=O)NCC2COCCO2)no1 (stereo unspecified) | -24% | ? | -3% |
| CC1=C(C(=O)OCC(C)C)C23C(=O)c4ccccc4C2(O1)OC(N)=C3C#N (stereo unspecified) | -6% | -11% | -3% |
| COc1ccc(OCC(=O)NS(=O)(=O)c2ccc(Cl)cc2)cc1 | -20% | -1% | 0% |
| Cc1ccc(C(=O)NCc2ccccn2)cc1S(=O)(=O)N1CCOCC1 | -1% | 4% | -2% |
| COc1ccc(C(CNC(=O)CCNS(=O)(=O)c2ccc(C)cc2)N2CCOCC2)cc1 (stereo unspecified) | 1% | 5% | -6% |
| CN1CCN(C(=S)NC(=O)/C=C/c2ccccc2)CC1 | 0% | ? | -3% |
| O=C1/C(=C2\C(=O)N(Cc3ccc(F)cc3)c3ccccc32)SC(=S)N1CCS(=O)(=O)O | -6% | 1% | 1% |
| Cc1cccn2c(CN(C)C3CCOC3)c(C(=O)N3CCCCC3)nc12 (stereo unspecified) | 2% | -10% | -5% |
| CC(C)(C)NC(=O)Cn1c(-c2nonc2N)nc2ccccc21 | -9% | -15% | -7% |
| Cc1nc2sc(C(=O)c3ccccc3)c(N)c2c2c1CCCC2 | 21µM* | ? | -12% |
| O=C(O)c1ccc(-c2cccc(Cl)c2)o1 | -3% | -3% | nt |
| CCOc1ccc(NC(=O)c2ccc3c(c2)CCN3S(=O)(=O)CC)cc1 | ? | -11% | -8% |
| CCCCNC(=O)CCc1c(C)nc2nc(-c3cc(OC)cc(OC)c3)nn2c1C | ? | -19% | -4% |
| CC(C)N1CCc2c(sc(NC(=O)c3ccc(C(=O)c4ccccc4)cc3)c2C(N)=O)C1 | 23µM* | ? | -8% |
| Cc1ccc(C)c(S(=O)(=O)N2CCCCC2CCNC(=O)C(=O)NC2CC2)c1 (stereo unspecified) | ? | -21% | -6% |
| COc1ccc(C(=O)NNC(=O)C(C)NC(=O)c2ccccc2NC(=O)c2ccco2)cc1 (stereo unspecified) | 1% | 22% | 39% |
| CCOc1ccccc1C(=O)NC1CCN(Cc2nnnn2C2CCCC2)CC1 | ? | -29% | 0% |
| Cc1cccc(NC(=O)C2CC(=O)N/C(=N/N=C/c3ccco3)S2)c1 (stereo unspecified) | 3% | 10% | -2% |
| Cn1ccc2c(-c3cccnc3)cc3c(c21)C1CCC3O1 (stereo unspecified) | -14% | -20% | nt |
| CC1=C(C(=O)N2CCOCC2)CC(CC(=O)NC2CCCC2)C(=O)N1Cc1ccccc1 (stereo unspecified) | -11% | 6% | nt |
| Cc1cc(C)c(NC(=O)C2CC(=O)N(C(C)C)C2)c(C)c1 (stereo unspecified) | 15% | 1% | -4% |
| CC(C)(C)S(=O)N1Cc2cc(=O)n(Cc3ccccc3)c(CCO)c2[C@@H]1CCO (stereo partly specified) | 0% | -6% | nt |
| CCCc1ccc(NC(C)C(=O)Nc2ccc(S(=O)(=O)N3CCOCC3)cc2)cc1 (stereo unspecified) | ? | ? | -4% |
| COC(=O)c1c(NC(=S)Nc2ccccc2Cl)sc(C)c1C | ? | ? | ? |
| C=CCn1c(SCC(=O)Nc2cccc3ccccc23)nnc1-c1cnccn1 | -9% | 2% | 7% |
| Cc1ccc(F)cc1NC(=O)C1C2CCC(O2)C1C(=O)O (stereo unspecified) | 5% | 2% | -5% |
| NS(=O)(=O)c1ccc(NC(=S)Nc2cc(Cl)c(Cl)cc2Cl)cc1 | ? | -30% | -5% |
| CC(C)CC(C)N1CCC(n2nccc2NC(=O)CCc2ccccc2)CC1 (stereo unspecified) | -10% | 4% | -1% |
| C/C=C1\NC(=O)[C@H](C)NC(=O)[C@@H](NC(=O)[C@H](Cc2ccc(O)cc2)NC(=O)[C@@H](NC(=O)/C(C)=C/C)C(C)C)[C@@H](C)OC(=O)[C@H](CCCc2ccc(O)cc2)NC(=O)[C@@H](CCC(=O)OC)NC1=O | 6% | 2% | nt |
| Fc1ccc(-c2noc3ncnc(NCCc4ccc(Cl)cc4)c23)cc1 | 10µM* | 15µM* | ? |
| CCOC(=O)C1(C)CCCN(C(=O)c2cccc(Cl)c2)C1 (stereo unspecified) | ? | ? | nt |
| CN1CCC(N(C)C(=O)c2sc3cc(F)ccc3c2Cl)CC1 | -29% | -3% | -15% |
| c1ccc2sc(NCC3CCCO3)nc2c1 (stereo unspecified) | -5% | 3% | -4% |
| O=C(NCc1ccccn1)Nc1cccc(Cl)c1 | 0% | -9% | 2% |
| CCN(CC)C(=O)CSc1nnc2nnc3cc(OC)ccc3n12 | -4% | -3% | -9% |
| Cc1cnc(CN(C)C(=O)c2ccc3oc(Cc4ccc(Cl)cc4)nc3c2)[nH]1 | ? | ? | -1% |
| O=C(NCc1ccccc1Cl)c1ccc2sc([C@H]3C[C@H](O)[C@@H](CO)O3)nc2c1 | ? | ? | nt |
| CC(C)[C@H](NC(=O)c1ccccc1)C(=O)O | 13% | 0% | -3% |
| CCOC(=O)C1=C(CN2CCN(C(=O)c3ccco3)CC2)NC(=O)NC1c1ccccc1 (stereo unspecified) | -19% | -1% | -2% |

Complete entries as entered above. Order of values: DT40 TDP1 no CPT	DT40 TDP1 CPT	KAT2A inh
O=C(NCc1ccccn1)Nc1cccc(Cl)c1 in the list: 0%	-9%	2%
C/C=C1\NC(=O)[C@H](C)NC(=O)[C@@H](NC(=O)[C@H](Cc2ccc(O)cc2)NC(=O)[C@@H](NC(=O)/C(C)=C/C)C(C)C)[C@@H](C)OC(=O)[C@H](CCCc2ccc(O)cc2)NC(=O)[C@@H](CCC(=O)OC)NC1=O in the list: 6%	2%	nt
CC(C)CC(C)N1CCC(n2nccc2NC(=O)CCc2ccccc2)CC1 (stereo unspecified) in the list: -10%	4%	-1%
CCOC(=O)C1(C)CCCN(C(=O)c2cccc(Cl)c2)C1 (stereo unspecified) in the list: ?	?	nt

The listing picks up with the three entries that preceded the break.
| SMILES | DT40 TDP1 no CPT | DT40 TDP1 CPT | KAT2A inh |
| --- | --- | --- | --- |
| O=C(NCc1ccccc1Cl)c1ccc2sc([C@H]3C[C@H](O)[C@@H](CO)O3)nc2c1 | ? | ? | nt |
| CC(C)[C@H](NC(=O)c1ccccc1)C(=O)O | 13% | 0% | -3% |
| CCOC(=O)C1=C(CN2CCN(C(=O)c3ccco3)CC2)NC(=O)NC1c1ccccc1 (stereo unspecified) | -19% | -1% | -2% |
| CCC(=O)c1ccc(OCC(=O)OCC(=O)c2c(N)n(C)c(=O)n(C)c2=O)cc1 | -4% | -7% | 1% |
| COc1cc(OC)c2ccc(=O)oc2c1C(CCN1CCCC(C)C1)c1ccc(N(C)C)cc1 (stereo unspecified) | ? | 21µM* | -14% |
| CCC(C(=O)NCCc1ccccc1)c1ccccc1 (stereo unspecified) | -19% | -3% | -1% |
| COc1ccc(NC(=O)COc2coc(CN3CCc4ccccc4C3)cc2=O)cc1 | ? | -19% | -9% |
| Cc1oc(C(=O)O)cc1COc1ccc2c3c(c(=O)oc2c1)CCC3 | 11% | 1% | 1% |
| CC1CCCCN1CCCNC(=O)C1CCN(c2nnc(-n3cccc3)s2)CC1 (stereo unspecified) | 19% | -4% | -4% |
| O=C(C1COc2ccccc2O1)N1CCN(c2ccccn2)CC1 (stereo unspecified) | -29% | -22% | 0% |
| Nc1nnc2c(C(F)(F)F)nc3ccccc3n12 | -22% | ? | -10% |
| O=C(CSc1nc2c(c(=O)[nH]1)CN(Cc1ccc3c(c1)OCO3)CC2)Nc1cc(F)ccc1F | -18% | ? | -7% |
| O=S(=O)(Nc1ccc2c(c1)OCCO2)c1ccc(F)cc1 | -15% | ? | -1% |
| CCOc1ccc(Br)cc1S(=O)(=O)Nc1nc(CN2CCOCC2)nc2sc(C)c(C)c12 | -30% | ? | -15% |
| CCO[C@@H]1OC(C(=O)N2CCN(Cc3ccc4c(c3)OCO4)CC2)=C[C@H](C)[C@H]1CCCO | ? | -7% | 2% |
| CCSc1nc2sc3c(c2c(=O)n1CC)CC(C)(C)OC3 | ? | ? | -6% |
| COc1ccccc1NC(=O)CCNS(=O)(=O)c1ccc2c(c1)CC(C)N2C(=O)C1CC1 (stereo unspecified) | ? | ? | -8% |
| O=C(COc1ccccc1-c1ccccc1)NCc1cccc(Cl)c1 | ? | 21µM* | -10% |
| Cc1onc(-c2ccccc2)c1C(=O)Nc1ccccc1N1CCOCC1 | ? | ? | 13% |
| COc1ccc(NC(=O)c2cc(-c3cc(F)ccc3OC)n[nH]2)cn1 | ? | ? | nt |
| Cc1cccc(OCC(=O)Nc2ccc(C(=O)c3ccc(C(=O)O)cc3)cc2)c1 | 0% | 8% | -2% |
| Nc1ccc(C(Cc2ccnc3ccccc23)Cc2ccnc3ccccc23)cc1 | ? | ? | nt |
| O=C(Cc1cccc(NC(=O)C2CCCN(C(=O)C3CCC3)C2)c1)Nc1ccc(C(=O)N2CCOCC2)cc1 (stereo unspecified) | -17% | -26% | nt |
| CCN(CC(=O)Nc1ccc(NC(C)=O)cc1)C(=O)CCCSc1nc2ccccc2[nH]1 | -8% | -1% | -25% |
| CC(=O)Nc1ccc(/C=C/c2nc(-c3ccccc3O)n[nH]2)cc1 | 29µM* | ? | -1% |
| COCCNC(=O)C(c1ccco1)N(C(=O)Cn1nnc2ccccc21)c1cccc(C)c1C (stereo unspecified) | ? | -7% | -1% |
| COc1ccc2c(Cl)c(C(N)=O)sc2c1 | -7% | -3% | -7% |
| C[C@@H]1CN([C@@H](C)CO)C(=O)c2cc(NS(C)(=O)=O)ccc2O[C@@H](C)CCCCO[C@H]1CN(C)C(=O)Nc1ccc2c(c1)OCO2 | ? | -19% | nt |
| C[C@H](CO)N1C[C@H](C)[C@@H](CN(C)C(=O)Nc2ccc(C(F)(F)F)cc2)Oc2ccc(NC(=O)c3ccncc3)cc2C1=O | -3% | -10% | 0% |
| O=C(C[n+]1ccc(C(=O)c2ccccc2)cc1)Nc1ccccc1OC(F)F | 16µM* | ? | -3% |
| COC(=O)c1ccc(NC(=O)C(=O)NCCc2csc3nc(-c4ccccc4F)nn23)cc1 | -27% | -2% | -4% |
| Cc1cnc(C(=O)OCC(=O)c2ccc[nH]2)cn1 | -1% | -8% | -2% |

An unsorted share of the library (roughly 18% active in at least one column).
